Screening data from PubChem BioAssay.
AT treatment – qHTS Assay for Identifying a Potential Treatment of Ataxia-Telangiectasia. 320,000 compounds, 0.19% hits. […] A-T fibroblasts, KAP-1 phosphorylation AlphaLISA; neocarzinostatin DNA damage 30 min before lysis. AID 485349, 2010. Potency, µM (highest dose often 57.5 µM), inactives show at the highest dose activation, usual class: activators; also: potency is read from the fitted curve at half-maximal effect; % of control where 0% means no effect; nearly all actives have a fitted effect of over 45% in size
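hTERT-immortalized A-T patient fibroblasts ([…]), 500 cells/well in OPTI-MEM, 1% FBS, got compounds for 60 min, then NCS for 30 min at 37C. Lysates were then assayed for phospho-KAP-1 by AlphaLISA (anti-pKAP1 donor, anti-KAP1 acceptor beads), 6 hr at 25C.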
KCNH2 WT inh – qHTS for Inhibitors of KCHN2 3.1: Wildtype qHTS; 340,000 compounds, 0.37% hits; Voltage-gated inwardly rectifying potassium channel KCNH2 (Homo sapiens), Q12809; activity change, % at 1.84 µM; U2OS, BacMam KCNH2, thallium flux FluxOr; stronger effect = lower value;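 active = maximum activity change below -70%; inconclusive = maximum activity change between -70% and -50%; inactive = maximum activity change above -50%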; also: % is scaled to controls: 0 for no effect and ±100 for the full control effect
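U2OS cells transduced with wild-type KCNH2 virus are loaded with FluxOr dye for 45 min, and thallium flux is measured in kinetic reads before and after stimulation buffer. Rate constants are normalized to DMSO controls.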
FBPA coupling cs – qHTS Assay for Inhibitors of Fructose-1,6-bisphosphate Aldolase from Giardia Lamblia: Coupling assay counterscreen | coupling enzyme system counterscreen, AmpLite Red fluorescence | activity change, negative = inhibition, % at 58.2 µM, hits read low | 290,000 compounds, 0.67% hits | AID 2472, 2010; in the data active = activity change below about -30%; also: % is scaled to controls: 0 for no effect and ±100 for the full control effect
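Counterscreen lacking aldolase: glyceraldehyde-3-phosphate coupling-enzyme reagent preincubated 10 min at RT with compound (at 57.5 uM final), then substrate/coupling system with AmpLite Red added; fluorescence read at 525/598 nm after 20 min RT.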
Chronic BCR inh – qHTS Assay to Find Inhibitors of Chronic Active B-Cell Receptor Signaling; ABC-DLBCL IkBa-CBG/CBR reporter, luminescence ratio, 4 h; Potency, µM (highest dose often 46.1 µM), without a hit: at the highest dose ratio change, negative = lower green/red ratio, actives largely listed as inhibitors; 340,000 compounds, 0.05% hits; AID 493014, 2011; active = well fitted inhibition curve with a large enough effect in the signal ratio, with a control signal flat, not every such curve was filed as active; inconclusive = small, poorly fitted or top-dose-only effect, or effect the other way, or a change in a side signal; the % refers to the signal ratio;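 also: potency is read from the fitted curve at half-maximal effect; plate controls were basal doxycycline-induced cells for no effect and cells given 10 µM MG132 for full effect; MG132 reads +100%, hits lower the ratio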
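TMD8 human ABC-DLBCL cells with doxycycline-inducible IκBα–green luciferase fusion and unfused red luciferase, in 0.5% FBS medium; compounds up to 46 uM, 4 h at 37C. Green/red luminescence ratio, filter-overlap corrected, fitted to concentration-response curves.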
Tb PFK inh – qHTS Assay to Find Inhibitors of T. brucei phosphofructokinase; ATP-dependent 6-phosphofructokinase (Trypanosoma brucei brucei), O15648; T. brucei PFK, ADP-Glo luminescence; Potency, µM (titrated, usually from 57.5 µM), for inactives: at the top dose activity, negative = inhibition, usual class: inhibitors; 330,000 compounds, 0.17% hits; AID 485367, 2010;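 also: potency is read from the fitted curve at half-maximal effect; 0% = uninhibited 1x PFK enzyme wells and -100% = no-enzyme wells; nearly all actives have a fitted effect of over 60% in size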
Target sequence (O15648 whole entry, looked up): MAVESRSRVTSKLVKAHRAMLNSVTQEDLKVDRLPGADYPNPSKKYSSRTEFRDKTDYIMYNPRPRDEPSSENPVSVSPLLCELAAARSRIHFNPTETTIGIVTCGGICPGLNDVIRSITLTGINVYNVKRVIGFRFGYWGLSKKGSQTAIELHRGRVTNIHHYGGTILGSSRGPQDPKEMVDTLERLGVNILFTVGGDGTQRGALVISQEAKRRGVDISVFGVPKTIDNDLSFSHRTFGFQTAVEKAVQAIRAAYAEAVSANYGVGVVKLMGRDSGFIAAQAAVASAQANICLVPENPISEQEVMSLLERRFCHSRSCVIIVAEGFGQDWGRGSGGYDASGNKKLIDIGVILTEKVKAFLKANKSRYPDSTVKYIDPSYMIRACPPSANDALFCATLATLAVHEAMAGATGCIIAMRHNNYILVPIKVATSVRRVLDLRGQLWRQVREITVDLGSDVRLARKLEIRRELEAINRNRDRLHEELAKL
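1.25 nM PFK with 0.5 mM F6P and 0.1 mM ATP in 0.1 M TEA pH 8.0, 5 mM MgCl2, incubated 45 min at room temperature; ADP measured by ADP-Glo luminescence; compounds titrated up to 57 uM.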
Giardia killer – Small Molecules that selectively kill Giardia lamblia: qHTS; AID 540267, 2011; 340,000 compounds, 0.15% hits; Giardia lamblia trophozoite viability; activity change, % at 7.66 µM, hits read low; in the data active = activity change below about -80%; inconclusive = between about -30% and that limit;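 also: parasites exposed to compound for two days anaerobically before the ATP read; % is scaled to controls: 0 for no effect and ±100 for the full control effect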
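ATP-content bioluminescence gauges trophozoite survival. Cells (100/well) receive compound and incubate anaerobically for 48 hrs at 37 deg C; detection reagent follows for 15-30 min at room temperature.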
TCR activator – Activators of T cell receptors: qHTS campaign | 330,000 tested, under 10 active | Potency, µM (titrated, usually from 9.22 µM), without a hit: at the highest dose activation of IL-2 secretion, hits mostly activators | AID 504894, 2011 | primary human leukocytes, anti-CD3, IL-2 HTRF, 48 h; also: % of control where 0% means no effect
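48 hr co-incubation of compounds, a-CD3 beads and primary human leukocytes; IL-2 quantified homogeneously by HTRF with anti-IL-2 K and d2 conjugates.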
TSHR antag – Antagonists of the Thyroid Stimulating Hormone Receptor: HTS campaign; Thyrotropin receptor (Homo sapiens), P16473; TSHR-expressing cells, TSH-stimulated cAMP HTRF, 2 h; stronger effect = lower value; activity change, negative = inhibition, % at 11.5 µM; 330,000 compounds, 0.2% hits;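 active = activity change below a set negative limit, meaning inhibition stronger than a set level, cut at about -70% in these data; inconclusive = activity change between two set negative limits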; also: % is scaled to controls: 0 for no effect and ±100 for the full control effect
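Competitive HTRF cAMP read-out (cryptate anti-cAMP antibody, cAMP-d2; 30 min, room temperature) in freshly harvested TSHR cells. Compounds added before TSH at EC80 (4nM final), followed by 2 hours' incubation at 37 deg C.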
GALK inhibitor – qHTS Assay for Inhibitors of Human Galactokinase (GALK) | P51570 | Purified GALK, Kinase-Glo residual ATP luminescence | Potency, µM (top dose mostly 57.5 µM), for inactives: at the highest dose activity change, negative = inhibition, usual class: inhibitors | 270,000 compounds, 0.007% hits; also: potency is read from the fitted curve at half-maximal effect; % is scaled to controls: 0 for no effect and ±100 for the full control effect
Target sequence (P51570 whole entry, looked up): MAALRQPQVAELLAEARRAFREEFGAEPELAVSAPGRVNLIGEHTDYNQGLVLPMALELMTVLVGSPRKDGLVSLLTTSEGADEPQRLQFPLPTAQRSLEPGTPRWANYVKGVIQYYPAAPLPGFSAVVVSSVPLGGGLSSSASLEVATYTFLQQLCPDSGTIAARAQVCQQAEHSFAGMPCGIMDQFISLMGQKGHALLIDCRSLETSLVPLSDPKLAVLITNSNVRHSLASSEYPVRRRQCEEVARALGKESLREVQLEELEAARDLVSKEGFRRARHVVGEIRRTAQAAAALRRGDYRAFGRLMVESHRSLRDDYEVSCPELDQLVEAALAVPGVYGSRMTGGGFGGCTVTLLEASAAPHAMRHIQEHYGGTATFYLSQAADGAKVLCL
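Quantitative HTS: GALK 5 nM, ATP 35 uM, galactose 100 uM, 1 h room temperature, then luciferase-based ATP detection.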
CXXC DNA block – qHTS Fluorescence Polarization Assay for Inhibitors of MLL CXXC domain - DNA interaction. Histone-lysine N-methyltransferase 2A (Homo sapiens), Q03164. MLL-CXXC / FITC-HOXA9 DNA fluorescence polarization. Potency, µM (top dose mostly 115 µM), for inactives: at the top dose activity change, negative = inhibition, hits mostly inhibitors. 290,000 compounds, 0.037% hits. AID 2662, 2010; active = well fitted inhibition curve with a large enough effect in the polarisation, with a control signal flat, not every such curve was filed as active; inconclusive = small, poorly fitted or top-dose-only effect, or effect the other way, or a change in a side signal; inactive = no such curve, though single readings can be large or run the other way; the % refers to the polarisation; also: potency is read from the fitted curve at half-maximal effect
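Purified MLL-CXXC (added from a 7 uM solution) was preincubated 5 min at ambient with pinned compounds in 50 mM Tris-HCl pH 7.5, 50 mM NaCl, 1 mM DTT, 0.05% BSA. Fluorescein-labeled HOX-A9 DNA (50 nM solution) followed, 30 min, then polarization read.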
* marks the source's active call; other numbers are inactive results; u = inconclusive; x = not tested or not shown; [ ] = another dose, or the depositor's remark. Unless noted, calls follow the shape of the dose curve; as a rule, active = well fitted curve in the direction sought with a large enough effect; inconclusive = small, poorly fitted or top-dose-only effect, or another doubt; inactive = no such curve, though single readings can be large; an effect the other way counts as inactive or inconclusive. Rows were taken by chance (roughly 1.6% active in at least one column).

SMILES,CXXC DNA block,Giardia killer,GALK inhibitor,AT treatment,Tb PFK inh,FBPA coupling cs,TSHR antag,KCNH2 WT inh,Chronic BCR inh,TCR activator
O=S(=O)(c1ccc(F)cc1)N1CCc2ccccc2C1,12.5%,2.0,-0.2%,7.0%,0.3%,-0.5,-1.7,-4.9,5.0%,-1.4%
O=C(Cc1ccccc1F)Nc1ccc2c(c1)CCC2,0.2%,-8.9,-1.7%,5.4%,-1.2%,0.4,-0.6,-3.3,-0.2%,4.8%
CCn1nc(NS(=O)(=O)c2ccc(F)cc2)c2cc3cccc(C)c3nc21,-0.3%,-0.8,-2.4%,5.7%,2.4%,x,-14.1,-7.5,9.7%,-6.0%
CCN(CC)C(=O)CSc1nc2[nH]ncc2c(=O)[nH]1,2.1%,-7.0,0.9%,1.3%,1.9%,1.6,4.1,0.0,-2.9%,0.2%
CCc1ccc(CN2CCC(n3nccc3NC(=O)c3ccc4c(c3)OCO4)CC2)cc1,0.7%,2.2,-0.9%,18.2%,-2.5%,x,8.3,u,-3.4%,5.3%
CCCn1c(=S)[nH]c2sc3c(c2c1=O)CCCC3,-0.3%,-11.0,-2.6%,-4.9%,2.0%,1.2,-4.0,-85.2*,8.5%,0.4%
COc1ccc(-c2nnnn2C(C)C)cc1,1.5%,6.5,-2.7%,0.0%,0.1%,-0.6,13.9,1.4,7.4%,-7.5%
Cc1ccc(CSc2nnc3nc(C)cc(C)n23)cc1,-8.0%,-12.7,-1.0%,0.6%,1.3%,0.2,-1.0,-0.9,18.7%,2.2%
COc1ccc(S(=O)(=O)N2CCN(C/C=C/c3ccccc3)CC2)cc1F,u,4.4,5.7%,16.4%,-18.8%,-3.2,17.2,-2.0,-5.4%,-4.9%
COC(=O)c1ccc(NC(=O)Nc2ccc3c(c2)OCO3)cc1,u,-6.5,-3.2%,16.6%,3.3%,-0.1,-20.2,1.2,-1.7%,-4.3%
CC(C)(C)OC(=O)N[C@@H](Cc1ccccc1)C(=O)N1CCC(C(=O)O)CC1,6.4%,-14.2,3.8%,-9.6%,0.1%,-1.0,18.3,8.3,u,8.1%
CCOc1ccccc1OCCn1nc2ccccc2n1,-5.0%,10.7,8.5%,5.5%,-3.6%,2.5,-1.0,-2.5,-6.7%,6.9%
NC(=NC(=O)c1ccccc1)C1=C(O)CCC1=O,-1.8%,-15.3,3.9%,12.4%,-0.9%,-4.3,36.8,-9.9,-3.0%,-1.2%
CSc1nc2ccc(NC(=O)c3cc4ccccc4o3)cc2s1,1.9%,-8.6,-5.2%,-3.6%,4.8%,0.9,-10.9,-12.3,13.1%,0.9%[46.1 µM]
CCCCN1C(N)=NC[C@H]1Cc1ccc(O)cc1,0.0%,8.1,-1.5%,32.3%,6.5%,2.7,2.2,9.3,-6.4%,2.0%
COc1ccc2cc(C(N)=O)/c(=N\NC(=O)c3ccccc3)oc2c1,u,1.1,-1.6%,-16.7%,-0.3%,0.9,-12.9,-3.4,u,-33.1%
COc1cc(/C=C(\NC(=O)c2ccccc2)C(=O)NC(C(=O)O)c2ccccc2)cc(OC)c1OC (stereo not given),4.9%,4.7,x,-3.3%,-5.6%,1.7,10.0,5.5,1.5%,5.4%
Cc1ccc(/C=N/NC(=S)N2CCOCC2)cc1,-2.8%,-0.9,0.5%,6.1%,0.4%,-5.6,2.2,-7.2,u,-1.2%[46.1 µM]
Cc1ccc(-c2csc3nc(C)n(-n4c(C)ccc4C)c(=O)c23)o1,41.5%[activator],17.0,-0.8%,6.8%,0.2%,-1.1,2.9,-1.1,u,7.1%
COc1ccc(CN(C)C2CCCCC2)c(C)c1C,5.5%,-4.5,3.3%,x,6.7%,-2.9,-15.3,12.3,4.0%,-10.8%
COC(=O)c1ccc(CO/N=C2\CCCc3nonc32)cc1,-1.4%,12.3,1.5%,4.7%,2.6%,0.2,-0.4,0.2,u,-4.1%
CCC(C(=O)NCCCc1ccccc1)c1ccccc1 (stereo not given),-1.2%,-18.9,0.2%,9.0%,-2.2%,0.0,-5.6,18.2,7.6%,-8.0%[46.1 µM]
CCc1noc(C)c1C(=O)Nc1nc2c(C)cc(C)cc2s1,x,-4.6,x,6.7%,2.5%,x,-5.9,-10.3,u,3.7%
Cn1c(=O)c2ncn(CC(=O)NCCOCc3ccccc3Cl)c2n(C)c1=O,5.3%,4.4,x,5.0%,-1.8%,1.6,2.6,14.6,4.1%,-1.1%[46.1 µM]
COc1ccc(CCn2c(N)c(C(=O)NCc3ccco3)c3nc4ccccc4nc32)cc1,3.9%,2.6,x,u,16.2%,-5.7,-4.6,-34.3,u,-0.1%
O=C(Cc1cccc2ccccc12)Nc1ccc2c(c1)C(=O)NC2=O,-0.3%,-14.9,5.4%,-0.4%,u,0.5,2.7,3.5,u,3.3%
O=C(O)C1C2C=CC(C2)C1C(=O)OC1CC2CCC1C2 (stereo not given),-3.3%,0.3,1.1%,3.9%,4.3%,2.5,5.8,2.0,7.2%,-3.8%
Cc1noc(/C=C/N(C)C)c1S(=O)(=O)N1CCCC(C(=O)N2CCCCC2)C1 (stereo not given),-1.3%,-10.3,-3.0%,0.8%,0.0%,-1.4,1.3,-2.7,14.3%,2.4%
S=c1nc[nH]c2c1ncn2C1CCCO1 (stereo not given),-10.4%,5.6,-0.6%,4.0%,-0.2%,-4.6,-5.9,-4.3,u,-1.4%
CCC(C(=O)OCC(=O)c1c(N)n(CC(C)C)c(=O)n(C)c1=O)c1ccccc1 (stereo not given),x,7.1,x,x,-3.5%,x,-17.9,2.3,14.9%,-1.8%
O=C(/C=C/c1ccccc1)NCCSCc1ccccc1,-6.4%,-15.5,x,5.4%,-5.2%,-2.4,16.9,1.2,0.8%,-0.3%[46.1 µM]
COc1cc(OC)nc(NC(=O)COC(=O)C2CCCCC2)n1,1.3%,1.8,1.3%,11.2%,2.5%,3.3,-0.4,6.9,-0.9%,6.4%
COc1ccc(C(c2nnnn2CC2CCCO2)N2CCN(c3cccc(C)c3C)CC2)cc1 (stereo not given),-3.1%,7.4,-2.5%,10.0%,-3.9%,-2.2,-8.8,-27.3,0.9%,-5.4%
COc1cccc(N2CCN(C(=O)C3CCC(=O)N(C4CCCCCC4)C3)CC2)c1 (stereo not given),-4.1%,-4.5,6.2%,4.2%,-16.1%,0.6,12.7,-18.0,u,-2.6%
COC(=O)c1c(C)oc2ccc(N(C(C)=O)S(=O)(=O)c3ccccc3)cc12,2.8%,1.1,0.0%,2.5%,0.4%,1.0,x,-0.4,-2.5%,-20.4%
CC(C)Oc1cccc(C(=O)O)c1,-0.5%,-4.5,-0.3%,-4.5%,0.7%,0.6,16.4,-38.6,2.7%,-4.8%
COc1ccc2[nH]c3c(N4CCC(O)(c5cccc(C(F)(F)F)c5)CC4)ncnc3c2c1,-1.1%,-10.4,-0.1%,-7.3%,5.0%,0.6,-18.9,5.9,u,-9.6%
CCOc1ccc2[nH]c(C)c(CN3CCOCC3)c(=O)c2c1,-1.3%,10.6,1.2%,4.3%,-3.5%,0.5,-11.8,-1.6,-0.9%,11.5%
COc1cc(OC)c(NC(=S)Nc2cccc(C(C)=O)c2)cc1Cl,1.2%,1.8,-0.7%,6.7%,1.2%,0.9,-14.8,-26.9,-16.4%,2.7%
Cc1cc(C(=O)Nc2ccccc2C(F)(F)F)no1,-5.5%,5.8,-1.1%,-6.7%,-9.7%,3.2,0.9,-0.3,-0.1%,10.6%
CCc1ccccc1NC(=O)CN(C)C(=O)COC(=O)c1ccco1,x,6.7,x,5.6%,-6.3%,x,2.4,5.1,1.3%,1.4%
